# YAP1 CTGF inhibition – reduction of CTGF mRNA in DLD1 cells – DLD1 colon cancer cells, RT-qPCR, single point, primary screen (AID 743449); DLD1 CTGF mRNA qPCR, 24 h; active compounds read high; inhibition, % at 12.5 µM; 9,900 compounds, 0.9% hits;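 active = mean normalized replicate activity at least 50 and at least half of replicates each reaching 50; inconclusive = only one of the two criteria met; inactive = neither criterion met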;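 also: 0% = neutral control wells and 100% = dasatinib control wells; higher means stronger suppression of CTGF expression like dasatinib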
# Pax4 mRNA alpha TC1 – Pax4 mRNA upregulation in alpha cells – RT-PCR, mouse alpha TC1 cells, single point, primary screen (AID 1053180); 9,600 compounds, 0.2% hits; activation, % at 10 µM; mouse alpha TC1 cells, Pax4 mRNA qPCR, 6 days; active compounds read high; 100% = Pax4 plasmid added at qPCR;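 active = highest normalized replicate activity of 15 or more, or at least half the replicates reach 15 or more; inactive = neither condition met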;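 also: pax4 Ct normalized to GAPDH with activation seen as lower delta delta Ct; plate controls were plate neutral control wells for no effect and Pax4 plasmid positive control for full effect; each compound tested in two replicate wells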
# The depositor's hits bear a star; ? = inconclusive; · = no result given. Not all compounds are listed; the hit share may differ from the screen's.
# The line under a structure holds: Pax4 mRNA alpha TC1 | YAP1 CTGF inhibition
1	C[C@@H]1CN([C@H](C)CO)C(=O)c2cc(NS(C)(=O)=O)ccc2O[C@@H]1CN(C)C
  0.0 | 6
2	O=C(Cc1ccccc1)N1CC(=O)N2[C@H](C1)[C@@H](c1ccc(-c3ccc(F)cc3)cc1)[C@@H]2CO
  0.0 | 8
3	CO[C@@H]1CN(C)C(=O)c2ccc(NC(=O)NC(C)C)cc2OC[C@@H](C)N(Cc2ccc(-c3ccccn3)cc2)C[C@@H]1C
  0.0 | 10
4	COc1ccc(C[C@@H]2CCn3nncc3COC[C@@H](c3ccccc3)NC2=O)cc1
  0.2 | -11
5	CCCN1[C@H](C(=O)N2CCOCC2)[C@@H](CO)[C@@H]2Cn3c(ccc(-c4ccccc4F)c3=O)[C@@H]21
  0.0 | 0
6	COc1ccc2c3c(n(C)c2c1)[C@H](CO)N(C(=O)Nc1ccccc1F)CC31CN(C(=O)c2ccccc2F)C1
  0.0 | 8
7	OC[C@@H]1Nc2ccc(-c3cccc(F)c3)cc2[C@H]2[C@@H]1CCN2Cc1ccc(F)cc1
  0.0 | -65
8	CO[C@@H]1CN(C)C(=O)c2cc(NC(=O)NC(C)C)ccc2OC[C@@H](C)N(C(=O)CN(C)C)C[C@H]1C
  0.0 | 3
9	CCS(=O)(=O)Nc1ccc2c(c1)C(=O)N(C)[C@H]1CC[C@@H](CC(=O)N[C@H]3CCN(Cc4ccccc4)C3)O[C@H]1CO2
  0.0 | ?
10	C[C@H](CO)N1C[C@H](C)[C@H](CN(C)S(=O)(=O)c2ccc(F)cc2)OCCCC[C@H](C)Oc2ccc(N(C)C)cc2C1=O
  0.0 | -29
11	CCc1nc(N2[C@H](C#N)[C@@H](c3ccccc3-c3ccc(F)cc3)[C@@H]2CO)sc1C
  0.0 | -2
12	c1cncc(CN2C[C@@H]3N[C@H](C2)C3c2ccc(-c3cccnc3)cc2)c1 (some centres undefined)
  0.0 | -44
13	CCCN1C[C@H](C)[C@@H](OC)CN(C)C(=O)c2cc(NC(=O)C3CCC3)ccc2OC[C@@H]1C
  0.0 | -1
14	O=C(C[C@H]1CC[C@@H]2[C@H](COC[C@H](O)CN2C(=O)Nc2cc(Cl)cc(Cl)c2)O1)N1CCOCC1
  0.0 | -6
15	O=C(C[C@@H]1CC[C@H](NC(=O)C2CCOCC2)[C@H](CO)O1)NCC1CCCCC1
  0.0 | 10
16	Cc1ccc(NC(=O)C[C@H]2CC[C@H]3[C@@H](COc4ccc(NC(=O)c5ccc(F)cc5)cc4C(=O)N3C)O2)cc1
  0.0 | 34
17	C[C@H]1CCCCO[C@H](CN(C)C(=O)Nc2ccc(C(F)(F)F)cc2)[C@@H](C)CN([C@@H](C)CO)C(=O)c2cc(NS(=O)(=O)c3cn(C)cn3)ccc2O1
  0.0 | -19
18	C/C=C/c1cccc(-c2nc(C(=O)N3CCCCC3)cc3c2[C@H](CCO)N(C(=O)NC(C)C)C3)c1
  0.0 | 2
19	CCCNC(=O)N1[C@H](CO)[C@H](c2ccc(-c3ccc(C#N)cc3)cc2)[C@@H]1CNC
  0.0 | -12
20	O=C(Nc1ccccc1F)N1CCCCN2[C@H](CO)[C@@H](c3ccc(/C=C/c4ccccc4)cc3)[C@H]2C1
  0.1 | 21
21	CN1C(=O)c2cc(NC(=O)c3ccc(C(F)(F)F)cc3)ccc2OC[C@@H]2O[C@@H](CC(=O)NCc3ccc4c(c3)OCO4)CC[C@@H]21
  0.4 | 36
22	Cc1ccc(CN2CC(=O)N3[C@H](CO)[C@H](c4ccc(-c5ccccc5F)cc4)[C@@H]3C2)cc1
  0.0 | 12
23	COCC(=O)N1CC2(C1)CN(C(=O)NC1CCCC1)[C@H](CO)c1c2c2ccc(OC)cc2n1C
  0.0 | -18
24	CCCNC(=O)N1[C@H](CO)[C@H](c2ccccc2)C12CN(C(=O)C1CCCCC1)C2
  · | -7
25	C[C@@H]1CCCCO[C@@H](CN(C)Cc2ccncc2)[C@@H](C)CN([C@@H](C)CO)C(=O)c2cc(NC(=O)Cc3ccccc3)ccc2O1
  0.0 | -11
26	CN(C)c1ccc2c(c1)[C@H]1C[C@H](CC(=O)NCc3ccccn3)O[C@H](CO)[C@H]1O2
  0.0 | -20
27	COc1ccc2c3c(n(C)c2c1)[C@H](CO)N(C(=O)Nc1ccc(F)cc1)CC31CN(S(=O)(=O)c2cn(C)cn2)C1
  0.0 | 9
28	CCC(=O)N1[C@@H](CO)[C@@H]2c3ccccc3N(C(=O)c3cnccn3)C[C@@H]21
  0.0 | -10
29	COC(=O)C[C@H]1C[C@H]2c3cc(NC(=O)c4ccc5c(c4)OCO5)ccc3O[C@H]2[C@@H](CO)O1
  0.0 | -12
30	O=C(C[C@H]1CC[C@@H]2NC[C@@H](O)COC[C@H]2O1)Nc1ccc(-c2ccccc2)cc1
  0.0 | 0
31	CO[C@@H]1CN(C)C(=O)c2cc(NS(=O)(=O)c3cccc(Cl)c3)ccc2OC[C@H](C)NC[C@H]1C
  0.0 | 9
32	Cc1ccc(S(=O)(=O)Nc2cccc3c2O[C@@H](CN(C)C(=O)Nc2ccc(C(F)(F)F)cc2)[C@@H](C)CN([C@@H](C)CO)C3=O)cc1
  0.0 | -41
33	COc1ccc2c3c([nH]c2c1)[C@H](CO)N(CC1CC1)CC31CN(C(=O)c2ccc(F)cc2)C1
  0.0 | -21
34	N#C[C@@H]1[C@@H](c2ccccc2)[C@H](CO)N1C(=O)c1ccccc1F
  0.0 | -3
35	N#C[C@H]1N[C@@H](CO)[C@H]1c1ccc(C2=CCCC2)cc1
  0.0 | -14
36	CN1CCN(C(=O)C[C@H]2CC[C@H]3[C@@H](COC[C@@H](O)CN3C(=O)Nc3ccc4c(c3)OCO4)O2)CC1
  0.0 | -1
37	Cc1noc(C)c1S(=O)(=O)Nc1ccc2c(c1)CC(=O)N([C@@H](C)CO)C[C@H](C)[C@H](CN(C)Cc1ccc(Oc3ccccc3)cc1)O2
  0.0 | 31
38	C[C@H]1CN([C@@H](C)CO)C(=O)c2cc(NS(=O)(=O)c3cn(C)cn3)ccc2O[C@@H]1CN(C)C(=O)Nc1cccc2ccccc12
  0.0 | -44
39	COc1ccc2c3c(n(C)c2c1)[C@H](CO)NCC31CCN(Cc2cc(-c3ccccc3)on2)CC1
  0.1 | -24
40	CC1C=NC(S(=O)(=O)N2CC[C@@H]3[C@H](CO)N(C)c4ccc(C#Cc5cccnc5)cc4[C@@H]32)=N1 (some centres undefined)
  0.0 | 15
41	O=C(C[C@@H]1C[C@@H]2c3cc(NC(=O)C4CCOCC4)ccc3O[C@@H]2[C@@H](CO)O1)NCc1cccnc1
  0.0 | -16
42	N#C[C@@H]1[C@H](c2ccccc2-c2ccc(F)cc2)[C@H](CO)N1C(=O)Cc1cccnc1
  0.0 | -35
43	O=C([C@H]1[C@H](CO)[C@H]2Cn3c(cccc3=O)[C@@H]1N2Cc1cocn1)N1CCCCC1
  0.0 | -5
44	CCN(C[C@H]1[C@H](c2ccccc2)[C@@H](CO)N1C(=O)COC)S(C)(=O)=O
  0.0 | 14
45	CO[C@@H]1CC[C@H]2CCN(C)C(=O)CCCN(C)C(=O)c3cc(C#N)ccc3OC[C@H]1O2
  0.0 | -24
46	O=C(c1ccccn1)N1CC[C@H]2[C@H](CO)Nc3ccc(Br)cc3[C@H]21
  0.0 | 15
47	O=C(Nc1ccc(F)cc1)N1CC(=O)N2[C@H](C1)[C@@H](c1ccc(-c3cccc(F)c3)cc1)[C@@H]2CO
  0.0 | -72
48	CCCC(=O)N1C[C@H]2[C@@H](c3ccccc31)[C@@H](CO)N2C(=O)Nc1ccc(F)cc1
  0.0 | -11
49	CNC(=O)C[C@H]1CC[C@@H]2[C@H](COC[C@H](O)CN2Cc2ccccc2F)O1
  0.0 | 4
50	COc1ccc2c3c([nH]c2c1)[C@H](CO)N(C(=O)C1CCOCC1)CC31CN(C(=O)NC(C)C)C1
  0.0 | 14
51	CS(=O)(=O)N1CC(=O)N2[C@H](CO)[C@H](c3ccc(Br)cc3)[C@@H]2C1
  0.0 | -8
52	C[C@H](CO)N1C[C@H](C)[C@@H](CN(C)C(=O)[C@@H](Cc2ccccc2)N(C)C)OCc2ccccc2-c2ccccc2C1=O
  0.0 | 3
53	CC[C@H]1C/C=C\C[C@H](CC)NC(=O)[C@H](C)CC(=O)N1
  0.1 | -8
54	O=C1CN(S(=O)(=O)Cc2ccccc2)C[C@@H]2[C@@H](c3ccc(C#Cc4ccccc4)cc3)[C@@H](CO)N12
  0.0 | -356
55	CN1C[C@@H](O)COC[C@H]2O[C@@H](CC(=O)NC3CCCC3)CC[C@@H]21
  0.0 | 3
56	C/C=C/c1cnc2c(c1)C(=O)N([C@@H](C)CO)C[C@H](C)[C@@H](CN(C)C(=O)Nc1cccc(OC)c1)O2
  0.0 | 20
57	COc1ccc(S(=O)(=O)Nc2ccc3c(c2)[C@H]2C[C@@H](CC(=O)N(C)C)O[C@H](CO)[C@H]2O3)cc1
  0.0 | -6
58	CC(C)c1cccc(NC(=O)C[C@H]2CC[C@H]3[C@@H](COc4ccc(NC(=O)NCc5ccccc5)cc4C(=O)N3C)O2)c1
  0.0 | 22
59	C[C@H]1COCc2cn(nn2)CCCC(=O)N1
  0.0 | -75
60	CCCNC(=O)N1[C@H](CO)[C@@H](c2ccccc2)C12CN(C(=O)C1CCCCC1)C2
  · | -5

# Next section.
# The line under a structure holds: Pax4 mRNA alpha TC1 | YAP1 CTGF inhibition
61	COc1ccc(S(=O)(=O)N2C[C@H](O)COC[C@@H]3O[C@@H](CC(=O)N[C@H]4CCN(Cc5ccccc5)C4)CC[C@H]32)cc1
  0.0 | -4
62	C[C@@H]1CN([C@H](C)CO)S(=O)(=O)c2ccc(C#Cc3cccc(F)c3)cc2O[C@@H]1CN(C)S(=O)(=O)c1cn(C)cn1
  0.1 | 73*
63	CCC(=O)Nc1ccc2c(c1)C(=O)N(C)C[C@H](OC)[C@H](C)CN(C(=O)Cc1cccnc1)[C@H](C)CO2
  0.0 | -15
64	CCS(=O)(=O)Nc1ccc2c(c1)C(=O)N(C)C[C@H](OC)[C@H](C)CN(C(=O)c1ccc3c(c1)OCO3)[C@@H](C)CO2
  0.0 | -9
65	O=S(=O)(c1ccc(F)cc1)N1CCCCN2[C@H](CO)[C@H](c3ccc(-c4cncnc4)cc3)[C@H]2C1
  0.0 | 21
66	C[C@@H]1CN([C@@H](C)CO)C(=O)c2cc(NC(=O)Nc3ccc(C(F)(F)F)cc3)ccc2O[C@@H](C)CCCCO[C@H]1CN(C)CC1CCCCC1
  0.0 | 5
67	COc1ccc(NC(=O)N(C)C[C@@H]2Oc3c(NS(=O)(=O)c4c(C)noc4C)cccc3C(=O)N([C@@H](C)CO)C[C@@H]2C)cc1
  0.0 | 10
68	N#C[C@H]1[C@@H](c2ccccc2-c2ccccc2F)[C@H](CO)N1C(=O)Cc1ccccc1
  0.0 | -6
69	Cc1noc(C)c1S(=O)(=O)Nc1ccc2c(c1)C(=O)N([C@@H](C)CO)C[C@@H](C)[C@H](CN(C)C(=O)Nc1cccc3ccccc13)OCCCC[C@@H](C)O2
  0.0 | 7
70	CCS(=O)(=O)N1CC2(CN(C(=O)NC(C)C)[C@@H](CO)c3c2c2ccc(OC)cc2n3C)C1
  0.0 | -39
71	COCC(=O)Nc1ccc2c(c1)C(=O)N(C)[C@@H]1CC[C@H](CC(=O)NC3Cc4ccccc4C3)O[C@@H]1CO2
  0.0 | -126
72	O=C(NC[C@@H]1[C@@H](c2ccccc2)[C@H](CO)N1C(=O)C1CCC1)NC1CCCC1
  0.0 | 7
73	O=C(NCC[C@H]1CC[C@H](NS(=O)(=O)Cc2ccccc2)[C@H](CO)O1)C1CCCCC1
  0.0 | -2
74	CCCC(=O)N1CC2(C1)CN(CC1CC1)[C@@H](CO)c1[nH]c3cc(OC)ccc3c12
  0.0 | -17
75	CCCC(=O)Nc1ccc2c(c1)OC[C@H](C)N(C(=O)c1cccnc1)C[C@H](C)[C@@H](OC)CN(C)C2=O
  0.0 | -1
76	CCCNC(=O)N1CC2(CCN(S(=O)(=O)CC)CC2)c2c([nH]c3cc(OC)ccc23)[C@H]1CO
  0.0 | 9
77	Cc1ccc(-c2ccc([C@@H]3[C@H](CO)N4C(=O)CN(C(=O)NC(C)C)C[C@@H]34)cc2)cc1
  0.0 | 22
78	COC(=O)C[C@@H]1CC[C@H]2[C@H](COc3ccc(NS(=O)(=O)c4ccc(C)cc4)cc3C(=O)N2C)O1
  0.0 | -12
79	COc1ccccc1-c1cnc2c(c1)C(=O)N([C@H](C)CO)C[C@H](C)[C@H](CN(C)C(=O)CC1CC1)O2
  0.0 | 8
80	COCC(=O)Nc1ccc2c(c1)[C@@H]1C[C@H](CC(=O)NCc3ccc4c(c3)OCO4)O[C@@H](CO)[C@@H]1O2
  0.0 | -12

# Reformatted: 7 of the compounds above.
cpd	Compound	Pax4 mRNA alpha TC1	YAP1 CTGF inhibition
72	O=C(NC[C@@H]1[C@@H](c2ccccc2)[C@H](CO)N1C(=O)C1CCC1)NC1CCCC1	0.0	7
73	O=C(NCC[C@H]1CC[C@H](NS(=O)(=O)Cc2ccccc2)[C@H](CO)O1)C1CCCCC1	0.0	-2
74	CCCC(=O)N1CC2(C1)CN(CC1CC1)[C@@H](CO)c1[nH]c3cc(OC)ccc3c12	0.0	-17
75	CCCC(=O)Nc1ccc2c(c1)OC[C@H](C)N(C(=O)c1cccnc1)C[C@H](C)[C@@H](OC)CN(C)C2=O	0.0	-1
76	CCCNC(=O)N1CC2(CCN(S(=O)(=O)CC)CC2)c2c([nH]c3cc(OC)ccc23)[C@H]1CO	0.0	9
77	Cc1ccc(-c2ccc([C@@H]3[C@H](CO)N4C(=O)CN(C(=O)NC(C)C)C[C@@H]34)cc2)cc1	0.0	22
78	COC(=O)C[C@@H]1CC[C@H]2[C@H](COc3ccc(NS(=O)(=O)c4ccc(C)cc4)cc3C(=O)N2C)O1	0.0	-12
